Source: PubChem BioAssay
Lipid droplet: hepatic lipid droplet formation modulation; inhibition, % at 6.5 µM; AID 1656; actives 0.4% (n = 240,000); AML12 mouse hepatocytes, oleate lipid droplets, BODIPY imaging;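 active = lipid droplet intensity inhibited by at least 50%, with more than 500 cells counted; inconclusive = wells with under 300 cells, treated as cytotoxic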
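Assay system: AML12 mouse liver cells | Compound: 6.5 µM single-point dosing | Schedule: Overnight exposure | Technique: Fluorescence imaging, 20x objective, two fields per well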
Myeloid diff 2: myeloid differentiation induction; ER-HoxA9 myeloid progenitors, lysozyme-GFP differentiation, flow cytometry; calls only at 10 µM; actives 1% (n = 360,000); AID 624256;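 active = normalized GFP-positive differentiation at or above the plate's own cutoff, the solvent-only control mean plus 3 SD; inconclusive = no clear call, values can overlap the other calls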;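 also: cells exposed to compound for four days before flow analysis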
UTI89 phage lysis: inhibition of K1F phage lysis, E. coli UTI89, bacterial capsule biogenesis inhibitors, alamar blue (AID 488966). actives 0.02% (n = 340,000). E. coli UTI89 K1F phage lysis, alamar blue, 2 h; higher % means a stronger effect. inhibition, % at 100 µM; hits with a dose series show IC50 in µM;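 active = phage lysis inhibition, versus mean bacterial control, above a set limit; inconclusive = no clear call, values can overlap the other calls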;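 also: capsule biogenesis inhibitors block K1F phage lysis so surviving cells raise fluorescence; higher fluorescence means more inhibition of phage lysis; actives were called in the ten point dose series up to 300 µM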
Lipid droplet cells 6.5 µM: recorded beside Lipid droplet, whose call it bears; cell count; measured here: cell count, cytotoxicity flag;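 cells counted across two imaged fields per well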
Myeloid diff 2 GFP+ MAC1+ %: second read-out of Myeloid diff 2, no call of its own (marks repeat the call); GFP+ MAC1+ double positive, %; measured here: differentiation confirmed by MAC1 staining
* = called active by the depositor; i = inactive; ? = inconclusive; . = no result given; + = active, no number; [ ] = dose if it differs, or a comment.

SMILES | Lipid droplet | Lipid droplet cells 6.5 µM | Myeloid diff 2 | Myeloid diff 2 GFP+ MAC1+ % | UTI89 phage lysis
CCC(C)c1c(O)nc(SCC(=O)N2CCCCC2)[nH]c1=O (stereo unspecified) | -2.4 | 659 | i | 0.3 | 0.0%
C=CCN1C(=O)[C@@H]2Cc3c([nH]c4ccccc34)C(c3ccc(O)cc3)N2C1=S (stereo partly specified) | -5.8 | 402 | + | 9.1* | 1.3%
COc1ccc(C2NC(=O)NC(C)=C2C(=O)OC2CCCC(C)C2)cc1 (stereo unspecified) | -1.3 | 805 | i | 0.6 | 0.2%
CC(=O)Nc1ccc(NC2CCCCC2NS(=O)(=O)c2ccc(Cl)cc2)cc1 (stereo unspecified) | -10.9 | 720 | i | 1.8 | 0.0%
Cc1nc(C)c(-c2nnc(-c3cccc(S(=O)(=O)N(C)C)c3)o2)cc1C(=O)NN | 20.6 | 844 | i | 1.8 | -0.2%
Cc1ccc(Cl)cc1NC(=O)CNCC(c1ccccc1)N(C)C (stereo unspecified) | -7.8 | 854 | i | 1.0 | 0.1%
CCN(CC)CCNC(=O)c1ccc(NC(=O)Nc2cccc3ccccc23)cc1 | -6.9 | 830 | i | 6.2 | 0.2%
Cc1ccc(C(=O)Nc2cc3c(cc2N2CCCCC2)n(C)c(=O)n3C)cc1 | ? | . | i | 1.2 | 0.3%
COc1cc(NC(=O)c2ccccc2Cl)c2ncccc2c1 | -2.5 | 872 | i | 0.3 | -0.3%
NC(=O)c1ccc(NC(=O)CSc2nncn2-c2ccccc2)cc1 | -13.9 | 720 | i | 0.7 | 0.0%
O=C(Nc1ccc2[nH]ncc2c1)c1ccc(F)cc1 | 0.8 | 858 | i | 0.9 | -1.3%
Cc1ccc(S(=O)(=O)Nc2cccc(-c3ccc(N4CCCCCC4)nn3)c2)cc1 | -4.8 | 734 | i | 13.1 | 0.4%
CC(C)(C)OC(=O)N1CCC[C@H]1C(=O)Nc1ccc(C#N)cc1 | -34.4 | 841 | i | 1.0 | 0.2%
O=C(NCCCN1CCOCC1)c1ccc(N2CCOCC2)c([N+](=O)[O-])c1 | -1.8 | 760 | i | 0.3 | -0.2%
CC(=O)c1ccc(NC(=O)c2cc(C)nc3ccccc23)cc1 | 4.2 | 809 | i | 0.7 | -1.1%
Cc1ccc(C(C(=O)NC2CCCCC2)N(C(=O)c2csnn2)C2CC2)cc1 (stereo unspecified) | -1.2 | 833 | i | 0.6 | -0.1%
COc1ccccc1-c1nnc(SCC(=O)NC2CCCCC2)n1C | 2.2 | 792 | i | 1.3 | 0.2%
S=C(NCc1ccccc1)NCc1ccccc1Cl | -13.7 | 723 | i | 1.6 | 0.2%
CC(C)(CO)CNC(=O)CCc1nnc(-c2ccc(-c3ccccc3)cc2)o1 | -10.3 | 783 | i | 0.3 | 0.1%
CC(NC(=O)C(=O)NCCN1CCN(C(=O)c2ccccc2Br)CC1)c1ccccc1 (stereo unspecified) | -3.4 | 860 | i | 1.6 | 0.0%
COC(=O)CNC(=O)CSc1nc2sccc2c(=O)n1-c1ccccc1 | 3.2 | 757 | i | 2.4 | 0.2%
CC(=O)Nc1ccc(S(=O)(=O)N2CCC(NC(=O)C(Cc3ccc(C)cc3)NC(C)=O)CC2)cc1 (stereo unspecified) | -5.3 | 718 | i | 0.7 | 0.2%
Cc1ccc(C(=O)N2CCN(S(=O)(=O)c3cc(Br)ccc3Br)CC2)o1 | 5.1 | 769 | i | 0.4 | -0.6%
CCOC(=O)c1c(CN2CCN(c3ccccc3)CC2)oc2cc(Br)c(O)cc12 | -4.2 | 794 | i | 0.5 | 0.3%
O=C(CCCc1nc(-c2ccccc2Cl)no1)NC1CCCC1 | -1.8 | 770 | i | 1.2 | 0.2%
Cc1c(CC(=O)N2CCN(C(=O)C3COc4ccccc4O3)CC2)c(=O)oc2c(C)c(O)ccc12 (stereo unspecified) | -3.8 | 771 | i | 2.8 | 0.3%
CCC1CCCCN1CCCNC(=O)C1CCCN(c2nn3c(=O)cc(C)nc3s2)C1 (stereo unspecified) | -49.3 | 703 | i | 4.3 | -0.1%
Cc1ccc(C(=O)N(CCN(C)C)CC2CCCN(Cc3ccccc3F)C2)cc1C (stereo unspecified) | 4.6 | 749 | i | 0.4 | 2.6%
O=c1[nH]c(/C=C/c2ccc([N+](=O)[O-])cc2)c([N+](=O)[O-])c(=O)[nH]1 | -0.8 | 823 | i | 0.1 | -0.9%
O=C(NCc1ccccc1)C(=O)NCC1OCCCN1S(=O)(=O)c1cccs1 (stereo unspecified) | 4.6 | 825 | i | 0.4 | 0.7%[50 µM]
CN(Cc1cccc(F)c1)C(=O)c1cc(=O)[nH]c2ccccc12 | 2.7 | 711 | i | 0.7 | 0.2%
CCCc1cc(=O)oc2c3c(cc(OCC(=O)NCCN4CCOCC4)c12)OC(C)(C)CC3 | -20.2 | 760 | i | 1.7 | 5.6%
Cc1nc2ccccc2c(=O)n1/N=C/c1ccc(OC(F)F)cc1 | -10.6 | 818 | i | 0.7 | 0.2%
Cc1cc(C)c(C)c(S(=O)(=O)NCc2ccc(C(=O)NCC3CCCO3)cc2)c1C (stereo unspecified) | 16.4 | 609 | i | 0.3 | 0.3%[50 µM]
COc1ccccc1C(=O)N1C(CC(=O)Nc2ccc(C)c(C)c2)C(=O)NC2CCCCC21 (stereo unspecified) | 0.6 | 685 | i | 7.8 | 0.1%
COc1ccc(C(=O)Nc2ccccn2)cc1S(=O)(=O)N1CCOCC1 | 5.0 | 709 | i | 0.0 | 0.0%
O=C(NS(=O)(=O)c1ccc(Cl)s1)c1ccccc1 | 1.6 | 885 | i | 0.3 | 0.2%
O=C(O)c1ccc(NS(=O)(=O)c2ccc(N3C(=O)CCC3=O)cc2)cc1 | -3.2 | 741 | i | 0.6 | 0.0%
Clc1ccc(SCCOCCN2CCCCCC2)cc1 | -1.1 | 758 | i | 0.0 | -0.8%
CCn1c(C)c(C)c2cc(C(=O)NC3CCCCCC3)ccc21 | -1.8 | 747 | i | 0.0 | 0.7%
NC(=O)C1CCN(S(=O)(=O)c2ccccc2[N+](=O)[O-])CC1 | 5.1 | 792 | i | 0.5 | -0.1%
CCOc1cccc(CN2CCC(n3nccc3NC(=O)C3CC3)CC2)c1O | -2.3 | 726 | i | 1.0 | 0.1%
COc1ccc(/C=C2\Sc3ccc(C(=O)NC4CC4)cc3N(C)C2=O)cc1OC | 9.2 | 686 | ? | . | -0.2%
Cc1ccccc1CSc1[nH]c(=O)ncc1C | -5.7 | 741 | i | 1.5 | 0.2%
CC(=O)c1ccc(NC(=O)Cn2cnc(S(=O)(=O)N3CCCC3)c2)cc1 | -28.3 | 679 | i | 0.0 | 0.3%
CC1CCN(Cc2c(C(=O)N/N=C/c3ccc(OC(C)C)cc3)nnn2-c2nonc2N)CC1 | -1.1 | 752 | i | 0.2 | 0.4%
COCCCN=CC1=C(O)CC(c2ccccc2)CC1=O (stereo unspecified) | -2.9 | 794 | i | 0.4 | -1.1%[50 µM]
O=C(C1CCN(c2nc(-c3ccccc3)nc3c2CCC3)CC1)N1CCC(O)CC1 | 37.9 | 698 | i | 0.4 | -0.1%
CCCCOc1cccc(C2C(C(=O)c3ccc(C)o3)=C(O)C(=O)N2Cc2ccco2)c1 (stereo unspecified) | 8.2 | 692 | i | 0.6 | 0.4%
O=C(Cc1ccccc1)N/N=C/c1cc(Br)cc(Br)c1O | -0.1 | 833 | i | 0.5 | 0.1%
COc1cc2c(cc1OC)CN(S(=O)(=O)c1ccccc1F)CC2 | -0.8 | 821 | i | 0.7 | 0.1%
Cc1nn2c(-c3ccccc3)ccnc2c1Br | 12.7 | 413 | i | 0.3 | 0.1%
COc1ccc(C(=O)Nc2c(N)nc(SCC(=O)NCC3CCCO3)[nH]c2=O)cc1OC (stereo unspecified) | 7.2 | 822 | i | 0.6 | -0.1%
COc1ccc(C(CNC(=O)c2oc3cc(C)c(C)cc3c2C)N2CCCCC2)cc1 (stereo unspecified) | -4.4 | 740 | i | 1.0 | 0.5%
O=C(Nc1ccncc1)Nc1ccc(Cl)cc1 | -4.9 | 797 | i | 0.3 | 7.9%[50 µM]
Cc1ccc(CCNC(=O)C2CC(=O)N(CCc3ccccc3)C2)cc1 (stereo unspecified) | -2.3 | 725 | i | 0.0 | 0.3%
CN1CCN(NC(=O)Nc2ccc(Br)cc2Cl)CC1 | 9.4 | 874 | i | 0.6 | -0.1%
CCOC(=O)c1ccsc1NC(=O)CCS(=O)(=O)c1ccccc1 | -11.6 | 836 | ? | . | 1.4%[50 µM]
O=S(=O)(/N=C(/Nc1ccc(Cl)c(S(=O)(=O)N2CCOCC2)c1)c1ccc(F)cc1)c1ccccc1 | -3.7 | 577 | i | 0.7 | 0.4%
CC1CCCCC1NC(=O)CCCn1c(=S)[nH]c2ccsc2c1=O (stereo unspecified) | 17.9 | 711 | i | 1.0 | 0.0%

Continuation.
SMILES | Lipid droplet | Lipid droplet cells 6.5 µM | Myeloid diff 2 | Myeloid diff 2 GFP+ MAC1+ % | UTI89 phage lysis
Cc1[nH][nH]c(=O)c1C(c1ccc(Br)cc1)c1c(C)[nH][nH]c1=O | 2.6 | 834 | i | 0.6 | 0.2%
COc1cccc(-c2c(C(=O)N/N=C(\C)c3ccco3)nnn2-c2nonc2N)c1 | -0.4 | 760 | i | 2.6 | 0.0%
COc1ccc2oc(=O)c(C(=O)NCc3ccc(C)cc3)cc2c1 | 11.2 | 836 | i | 1.4 | -1.8%
Cc1ccc(C)c(N2CCN(S(=O)(=O)c3cc4c(cc3Cl)NC(=O)CO4)CC2)c1 | -10.3 | 709 | i | 2.0 | 0.9%
CC(C)(C)c1ccc(C2C(C(=O)c3ccco3)=C(O)C(=O)N2CC2CCCO2)cc1 (stereo unspecified) | 7.9 | 459 | i | 0.6 | -0.1%
O=S(=O)(NCC1CCCN(Cc2ccccc2)C1)c1cccc2cccnc12 (stereo unspecified) | -14.4 | 811 | i | 2.7 | 0.0%
CC(C)(C)c1ccc(OCC(=O)O/N=C(\N)c2ccncc2)cc1 | -6.5 | 703 | i | 0.0 | -0.4%
O=C(NC1CCCC1)C(c1ccncc1)N(C(=O)c1csnn1)c1ccc(F)cc1 (stereo unspecified) | 15.7 | 833 | i | 1.5 | 0.2%
COC(=O)Cn1ncc(N(C)Cc2ccccc2)c(Cl)c1=O | -3.4 | 767 | i | 3.4 | 0.2%
CC(C)(C)c1csc(NC(=O)CS(=O)(=O)c2ccccc2)n1 | 6.4 | 831 | i | 3.9 | 0.1%
COc1ccccc1OCCn1c(SCC(N)=O)nc2ccccc21 | -2.1 | 853 | i | 0.9 | -0.3%
COc1ccc(Br)cc1CN1CCC(N2CCCC2)CC1 | -8.0 | 800 | i | 0.4 | 0.2%
Cc1ccc(C23CC4CC(CC(C(=O)NN)(C4)C2)C3)cc1 | -9.4 | 794 | i | 0.9 | -0.9%
COc1ncccc1C(=O)N1CCCC(N2CCN(c3ccc(F)cc3)CC2)C1 (stereo unspecified) | -7.1 | 672 | i | 5.7 | -0.8%[50 µM]
O=C(NCCn1c(C(F)(F)F)nc2ccccc21)[C@H]1CCCN1c1nc(CN2CCCCC2)cs1 | -3.8 | 798 | i | 1.5 | 2.8%
Cc1nc(C)n(C(C)CNC(=O)c2ccco2)n1 (stereo unspecified) | 8.1 | 880 | i | 0.5 | -1.4%
Cc1c(C(=O)N2CCCCCC2)c(S(=O)(=O)NCc2ccccc2Cl)c(C)n1C | -0.7 | 743 | i | 3.1 | 0.4%
COc1cccc(OC)c1C(=O)NC(=O)Oc1c(F)cccc1F | 4.6 | 798 | i | 1.1 | 0.0%[50 µM]
CCOC(=O)CNC(=O)c1sc(NC(=O)/C=C/c2ccccc2)nc1C | 4.3 | 647 | i | 0.6 | -0.1%
COc1cc(NC(=O)CCc2nnc3ccc(N4CCOCC4)nn23)cc(OC)c1OC | 19.4 | 715 | i | 3.9 | 0.2%
CCc1noc(C)c1C(=O)N1CCN(S(=O)(=O)c2cc(C)ccc2C)CC1 | -25.2 | 839 | i | 1.0 | 1.6%[50 µM]
CCC(C(=O)NC1CCCCC1)n1nc(C)c2c(C)n(-c3ccccc3)nc2c1=O (stereo unspecified) | 37.2 | 701 | i | 1.4 | 0.2%
Oc1ccccc1/C=N/NC(=S)NCCc1ccccc1 | 3.9 | 769 | i | 0.2 | 0.3%[50 µM]
O=C(CNC(=O)Cc1ccccc1)NCC(=O)N1CCN(C(c2ccccc2)c2ccccc2)CC1 | 1.8 | 882 | i | 0.7 | -0.5%
COc1cc(NC(=O)CCn2c(=O)oc3ccccc32)cc(OC)c1OC | 7.2 | 865 | i | 0.5 | 0.6%
N#Cc1ccccc1COC(=O)c1cc(=O)c2ccccc2o1 | -6.0 | 742 | i | 0.4 | 0.1%
CC(C)(CNC(=O)Cc1ccc(Cl)cc1Cl)N1CCOCC1 | 11.7 | 810 | i | 0.3 | 0.2%

Single records, as listed above. Order of values: Lipid droplet | Lipid droplet cells 6.5 µM | Myeloid diff 2 | Myeloid diff 2 GFP+ MAC1+ % | UTI89 phage lysis
Results for CCc1noc(C)c1C(=O)N1CCN(S(=O)(=O)c2cc(C)ccc2C)CC1 : -25.2 | 839 | i | 1.0 | 1.6%[50 µM]
Results for N#Cc1ccccc1COC(=O)c1cc(=O)c2ccccc2o1 : -6.0 | 742 | i | 0.4 | 0.1%

The list is partial. The share of hits here may be higher or lower than overall.
